Assay outcomes as filed in PubChem.
PHOSPHO1 inh: PHOSPHO1 (human) inhibition. AID 1565. Q8TCT1. inhibition, % at 13.3 µM. recombinant PHOSPHO1, absorbance phosphatase assay. actives 1.1% (n = 290,000); in the data active = inhibition above about 60%
Target sequence (Q8TCT1 whole entry, looked up): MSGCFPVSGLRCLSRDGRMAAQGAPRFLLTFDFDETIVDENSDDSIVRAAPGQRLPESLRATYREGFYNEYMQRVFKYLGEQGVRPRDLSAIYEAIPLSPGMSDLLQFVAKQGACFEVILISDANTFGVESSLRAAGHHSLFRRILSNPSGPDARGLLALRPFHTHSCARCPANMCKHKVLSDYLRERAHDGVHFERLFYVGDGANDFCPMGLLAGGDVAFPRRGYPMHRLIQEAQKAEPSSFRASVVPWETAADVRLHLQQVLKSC
M18AAP inhibitor: PfM18AAP enzyme inhibition. recombinant PfM18AAP, H-Glu-NHMec fluorogenic cleavage. inhibition, % at 7.35 µM. actives 1.2% (n = 290,000). AID 1822;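 active = inhibition above the campaign mean inhibition over all tested compounds plus 3 SD, cut at about 28% in these data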;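 note: 0% = plate median of test compound wells and 100% = 2 mM ZnCl2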
DNA FID counter: fluorescent intercalator displacement, NS3 helicase counter-screen. DNA fluorescent intercalator displacement, fluorescence. inhibition, % at 7.9 µM. actives 0.17% (n = 290,000). AID 1845; in the data active = inhibition above about 37%;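 note: 0% = vehicle and 100% = reference compound; higher means more ethidium bromide displaced from hairpin DNA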
NALP1 inh: inhibitors of NALP1 inflammasome in yeast; S. cerevisiae NALP1/ASC/caspase-1 growth, X-gal OD620, 72 h; inhibition, % at 10 µM; actives 0.61% (n = 280,000); in the data active = inhibition mostly above about 24%, no sharp cut-off; inactive = mostly below about 32%; note: some compounds called inactive have numbers as strong as hits
MEKK2wt PB1 HTS: raises or lowers MEK5 binding to wildtype human MEKK2 PB1 domain; Q9Y2U5; bead flow cytometry, Alexa488-MEK5 binding to MEKK2 WT; actives lie on both sides; binding response (% of control), % at 10 µM; actives 1.1% (n = 290,000); in the data active = binding response below about 67% or above about 130%
OXTR ag: agonists of human oxytocin receptor; AID 2435; actives 0.32% (n = 320,000); CHO-OTR cells, Fluo-8 calcium fluorescence; normalized: DMSO 0%, oxytocin 100%; P30559; activation, % at 3 µM;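 active = activation above the mean of all tested compounds plus 3 SD, cutoff set per screening run, cut at about 20% in these data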;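 note: peak over basal fluorescence ratio from a 100 s FLIPR kinetic read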
Target sequence (P30559 whole entry, looked up): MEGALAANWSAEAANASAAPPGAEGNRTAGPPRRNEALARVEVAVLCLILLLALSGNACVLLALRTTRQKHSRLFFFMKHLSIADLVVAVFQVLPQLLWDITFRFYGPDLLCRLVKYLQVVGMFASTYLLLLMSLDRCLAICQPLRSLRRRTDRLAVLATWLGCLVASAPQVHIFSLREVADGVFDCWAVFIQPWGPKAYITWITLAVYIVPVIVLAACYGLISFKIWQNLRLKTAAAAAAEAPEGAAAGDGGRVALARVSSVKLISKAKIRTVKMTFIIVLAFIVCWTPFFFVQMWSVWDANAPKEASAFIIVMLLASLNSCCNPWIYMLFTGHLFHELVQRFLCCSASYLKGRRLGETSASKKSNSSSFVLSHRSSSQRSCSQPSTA
MEKK2 mut-MEK5: signal of MEK5 binding to mutant human MEKK2 PB1 domain. bead flow cytometry, Alexa488-MEK5 binding to MEKK2 mutant. percent response, % at 10 µM. actives 0.35% (n = 290,000). AID 1530; in the data active = percent response above about 24%, passing the limit was not always enough; note: inactives centre near 1; some results filed as inactive read as strong as hits; reference of the scale not given here
MEKK3 PB1 HTS: MEKK3-MEK5 PB1 interaction, increase or decrease; actives 1.4% (n = 290,000); binding response (% of control), % at 10 µM; AID 1529; Q99759; bead-based flow cytometry, Alexa488-MEK5 binding to MEKK3; actives lie on both sides; 0 = blocked by unlabeled MEK5, 100 = vehicle;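 active = binding response more than 3 SD above or below the average of its plate-row segment, actives on both sides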;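 note: Alexa488 bead fluorescence after subtracting the streptavidin-only scavenger bead signal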
GPR7 antag: antagonists of human GPR7 (neuropeptides B/W receptor 1); AID 1861; GPR7-expressing cells, fluorescence antagonist assay; actives 1.1% (n = 290,000); inhibition, % at 4.4 µM; in the data active = inhibition above about 16%, passing the limit was not always enough;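 note: cells stimulated with the agonist NPW; 0% = agonist with vehicle and 100% = vehicle without agonist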
Target sequence (P48145 whole entry, looked up): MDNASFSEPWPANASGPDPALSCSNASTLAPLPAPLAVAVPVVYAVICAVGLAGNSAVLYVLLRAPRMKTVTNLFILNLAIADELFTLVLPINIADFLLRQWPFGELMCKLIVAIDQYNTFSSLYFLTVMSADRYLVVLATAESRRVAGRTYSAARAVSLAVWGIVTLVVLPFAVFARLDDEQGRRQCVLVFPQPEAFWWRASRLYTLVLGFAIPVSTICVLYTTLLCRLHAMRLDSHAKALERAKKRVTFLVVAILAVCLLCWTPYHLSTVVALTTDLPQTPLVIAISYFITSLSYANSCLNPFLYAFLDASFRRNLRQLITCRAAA
* marks the source's active call; other numbers are inactive results; · = no result given; & = joins results of further samples; [ ] = remark or other dose. This is a subset, so the mix of outcomes need not match the whole.

#1 CC(=NCCN1CCOCC1)c1c(O)n(-c2ccccc2C)c(=O)[nH]c1=O
#2 O=C(Nc1ccccc1)c1cccn(Cc2ccccc2)c1=O
#3 CNC(=S)N(C)CCc1cc2c(c(OC)c1C=C1C(=O)NC(=O)NC1=O)OCO2
#4 Cn1nc(-c2ccc(OCC(=O)N3CCN(Cc4ccccc4)CC3)cc2)c2ccccc2c1=O
#5 Oc1ccccc1/C=N/NP(=S)(c1ccccc1)c1ccccc1
#6 COc1cccc(C(=O)C2CCCN(C3CCOCC3)C2)c1 (stereo not drawn)
#7 CCCCn1c(O)c(C(CC)=NCc2ccc3c(c2)OCO3)c(=O)[nH]c1=O
#8 CCC(=O)N1CCN(CCN=Cc2c(O)n(C)c(=O)n(C)c2=O)CC1

Compound	1	2	3	4	5	6	7	8
GPR7 antag	4	-1	-15	-2&11	-8	4	-5	-9
OXTR ag	1.9	2.0	-1.3	16&13	-0.7	0.2	5.0	-0.2
MEKK2wt PB1 HTS	102	100	95	97&104	93	87	106	87
MEKK3 PB1 HTS	101	106	99	105&90	105	93	106	91
DNA FID counter	-1	-14	2	-18&-32	-3	1	-15	-3
MEKK2 mut-MEK5	2	-2	-11	-4&-2	4	-15	8	-7
NALP1 inh	-15	4	1	2&11	-2	-1	-2	2
PHOSPHO1 inh	28	28	41	-3&-5	28	48	-7	17
M18AAP inhibitor	1	2	-6	1&-7	-2	1	-3	-13

#9 CCc1ccc(CN2CCN(Cc3ccc(SC)cc3)CC2)cc1
#10 O=C(O)CSC(=S)N1CC2CC(C1)c1cccc(=O)n1C2 (stereo not drawn)
#11 COC(=O)C1=C(c2cc3ccccc3s2)C[C@@H]2CC[C@H]1N2C(=O)NCCCOC(C)C
#12 CCCCOP(=O)(OCCCC)/C(C#N)=C(/C)O
#13 NC(=O)OCCSc1nnc(-c2cccc(C(N)=S)c2)o1
#14 OC(CC#CCN1CCCCCC1)(c1ccccc1)C1CCCC1 (stereo not drawn)
#15 O=C(C(=C1N(Cc2ccc(Cl)nc2)CCN1Cc1ccc(Cl)nc1)[N+](=O)[O-])C(Cl)Cl
#16 O=C(Nc1ccc(F)cc1)N1CC2CC(C1)c1cccc(=O)n1C2 (stereo not drawn)

Compound	9	10	11	12	13	14	15	16
GPR7 antag	12	-8	·	-13	-1	6	14	3
OXTR ag	-0.9	0.5	-2.2	0.6	0.8	1.3	0.0	-0.9
MEKK2wt PB1 HTS	84	97	102	105	106	102	109	103
MEKK3 PB1 HTS	78	96	106	111	86	102	102	101
DNA FID counter	36	7	·	1	4	9	-19	2
MEKK2 mut-MEK5	-15	-6	3	9	3	9	6	0
NALP1 inh	7	-4	·	19	-14	19	-5	5
PHOSPHO1 inh	21	6	·	11	-12	5	6	32
M18AAP inhibitor	16	0	·	-4	1	2	-5	-14

#17 CN1CCN(c2ccc(C(N)=O)cc2[N+](=O)[O-])CC1
#18 O=C(N[C@H]1CP(=O)(Oc2ccccc2)O[C@H](COCc2ccccc2)[C@H]1O)C(Cl)(Cl)Cl (stereo partly drawn)
#19 CCN(CC)CCN=Cc1c(O)n(Cc2ccco2)c(=O)[nH]c1=O
#20 Cc1nc2ccccc2c(=O)n1-n1cnnc1
#21 COC(=O)C1=CO[C@@H](C)[C@@H]2CN3CC[C@@]4(C(=O)Nc5ccccc54)[C@@H]3C[C@H]12
#22 CC(C(=O)c1c[nH]c2ccccc12)N1CCN(C(=O)c2ccco2)CC1 (stereo not drawn)
#23 O=c1[nH]c(=S)n(Cc2ccc(F)cc2)c(O)c1/C=N/N1CCCCCC1
#24 CCN(c1ccc(C(O)(C(=O)OC)C(F)(F)F)cc1)S(=O)(=O)c1ccc(C)cc1 (stereo not drawn)

Compound	17	18	19	20	21	22	23	24
GPR7 antag	0	·	-2	-3	-11	-12	6	12
OXTR ag	-0.3	2.4	1.2	0.4	1.2	1.8	3.0	-1.0
MEKK2wt PB1 HTS	98	97	92	103	101	100	90	97
MEKK3 PB1 HTS	96	94	94	102	102	102	101	97
DNA FID counter	0	·	-4	3	-50	-9	-3	-22
MEKK2 mut-MEK5	-1	-8	-8	0	3	-5	4	-3
NALP1 inh	32	-7	11	-4	29	4	46*	2
PHOSPHO1 inh	6	36	16	38	16	-6	-9	-14
M18AAP inhibitor	-5	·	-12	9	-3	5	0	-7

#25 c1ccc2c(c1)CSc1ccccc1C2C1=NCCN1 (stereo not drawn)
#26 COC(=O)C1=C(c2cc3ccccc3s2)C[C@@H]2CC[C@H]1N2C(=O)NCc1ccccc1
#27 O=C1NC(=O)N(c2ccccc2)C(=O)/C1=C\c1ccc2c3c(cccc13)CC2
#28 CN1C(=O)CN=C(c2ccccc2Cl)c2cc(Br)ccc21
#29 Nc1cc(N2CCNCC2)c([N+](=O)[O-])cc1Cl
#30 COc1ccc(O)c2c(=O)c3c(OC)cc4c(c3oc12)C1C=COC1O4 (stereo not drawn)
#31 O=C(c1cccn2c(=O)c3ccc(Cl)cc3nc12)N1CCC2(CC1)OCCO2
#32 CCOC(=O)c1c(/N=C/c2c(O)n(-c3ccc(F)cc3)c(=S)[nH]c2=O)sc2c1CCCC2

Compound	25	26	27	28	29	30	31	32
GPR7 antag	-7	·	0	-7	0	-3	-4	-3
OXTR ag	1.4	-1.8	-3.2	-1.4	-0.4	-1.7	1.6	1.2
MEKK2wt PB1 HTS	112	100	98	107	109	99	·	·
MEKK3 PB1 HTS	109	105	104	108	103	91	·	·
DNA FID counter	4	·	-5	-20	7	-2	-1	3
MEKK2 mut-MEK5	34	2	13	3	2	2	·	·
NALP1 inh	7	·	20	10	21	·	-3	-1
PHOSPHO1 inh	9	·	23	55	12	27	26	3
M18AAP inhibitor	-3	·	4	-1	-10	-9	-1	9

Four entries from above, with each value named.
29) Nc1cc(N2CCNCC2)c([N+](=O)[O-])cc1Cl
  GPR7 antag = 0
  OXTR ag = -0.4
  MEKK2wt PB1 HTS = 109
  MEKK3 PB1 HTS = 103
  DNA FID counter = 7
  MEKK2 mut-MEK5 = 2
  NALP1 inh = 21
  PHOSPHO1 inh = 12
  M18AAP inhibitor = -10
30) COc1ccc(O)c2c(=O)c3c(OC)cc4c(c3oc12)C1C=COC1O4 (stereo not drawn)
  GPR7 antag = -3
  OXTR ag = -1.7
  MEKK2wt PB1 HTS = 99
  MEKK3 PB1 HTS = 91
  DNA FID counter = -2
  MEKK2 mut-MEK5 = 2
  NALP1 inh = ·
  PHOSPHO1 inh = 27
  M18AAP inhibitor = -9
31) O=C(c1cccn2c(=O)c3ccc(Cl)cc3nc12)N1CCC2(CC1)OCCO2
  GPR7 antag = -4
  OXTR ag = 1.6
  MEKK2wt PB1 HTS = ·
  MEKK3 PB1 HTS = ·
  DNA FID counter = -1
  MEKK2 mut-MEK5 = ·
  NALP1 inh = -3
  PHOSPHO1 inh = 26
  M18AAP inhibitor = -1
32) CCOC(=O)c1c(/N=C/c2c(O)n(-c3ccc(F)cc3)c(=S)[nH]c2=O)sc2c1CCCC2
  GPR7 antag = -3
  OXTR ag = 1.2
  MEKK2wt PB1 HTS = ·
  MEKK3 PB1 HTS = ·
  DNA FID counter = 3
  MEKK2 mut-MEK5 = ·
  NALP1 inh = -1
  PHOSPHO1 inh = 3
  M18AAP inhibitor = 9

Next section:
#33 Cc1ccc2c(c1)C1CN(C)CCC1N2C(=O)c1ccco1 (stereo not drawn)
#34 C=CCn1c(O)c(C(CC)=NCc2ccco2)c(=O)[nH]c1=O
#35 CC12CCCCC1=NC(c1ccc(Br)cc1)N2O (stereo not drawn)
#36 CCCCn1c(=O)c(C(=O)Nc2cnccn2)c(O)c2ccccc21
#37 C=CCn1c(O)c(C(C)=Nc2cc(OC)ccc2OC)c(=O)[nH]c1=O
#38 NNCc1cccc(O)c1
#39 CCSc1nnc(C(N)Cc2ccccc2)o1 (stereo not drawn)
#40 Cc1cc(OCC(=O)N2CCC(C(N)=O)CC2)c2c3c(c(=O)oc2c1)CCCC3

Compound	33	34	35	36	37	38	39	40
GPR7 antag	-6	-11	0	-5	-1	·	-3	-10
OXTR ag	0.2	-0.4	1.4	-0.3	1.0	1.2	-0.3	0.5
MEKK2wt PB1 HTS	83	89	93	100	98	105	97	105
MEKK3 PB1 HTS	71*[inhibitor]	86	95	99	98	104	100	103
DNA FID counter	-3	-9	-1	-3	-1	·	0	-9
MEKK2 mut-MEK5	-15	-21	0	2	1	4	-3	2
NALP1 inh	19	-32	29	1	3	-5	1	-26
PHOSPHO1 inh	-12	8	-22	3	19	4	25	13
M18AAP inhibitor	-8	4	4	2	6	·	-8	9

#41 CCC(=NCCO)c1c(O)n(C2CCCCC2)c(=O)[nH]c1=O
#42 Nc1ccc(C2(c3ccc(N)cc3)CCCCC2)cc1
#43 NP(=O)(OCCCc1ccccc1)Oc1ccccc1Cl (stereo not drawn)
#44 C=CCOC(=O)C1=C(C)OC(N)=C(C#N)[C@@]12C(=O)N(CC(N)=O)c1ccccc12
#45 COc1cc(CN2CC3CC(C2)c2cccc(=O)n2C3)cc(OC)c1OC (stereo not drawn)
#46 CCCC(C)C1(CC)C(=O)NC(=Nc2ccc(OC)cc2)NC1=O (stereo not drawn)
#47 CCOC(=O)C(O)(c1ccc(NC(=S)NC(=O)c2ccc(Cl)cc2Cl)cc1)C(F)(F)F (stereo not drawn)
#48 C[C@H]1CC[C@@H]2N(C1)C[C@H]1[C@@H]3C[C@H]4[C@@H](CC(=O)[C@H]5C[C@@H](O)CC[C@@]54C)[C@@H]3CC[C@H]1[C@]2(C)O

Compound	41	42	43	44	45	46	47	48
GPR7 antag	-5	-6	10	-2	-5	-5	60*	-12
OXTR ag	0.5	1.7	3.3	-0.7	0.2	3.6	51*	0.3
MEKK2wt PB1 HTS	110	88	104	97	108	93	102	107
MEKK3 PB1 HTS	105	103	100	94	109	94	112	104
DNA FID counter	-9	0	-32	1	-18	-17	-20	-3
MEKK2 mut-MEK5	8	-10	7	-3	7	-2	-2	4
NALP1 inh	7	-11	23	2	17	12	23	-1
PHOSPHO1 inh	11	32	-13	9	-18	-16	0	46
M18AAP inhibitor	5	3	-4	-10	-7	-4	-6	-1

#49 Cc1ccc(CN2CCCC(C(=O)c3sccc3C)C2)o1 (stereo not drawn)
#50 CC(C)(C#CCCCCC#CC(C)(C)[N+](C)(C)C)[N+](C)(C)C
#51 COC(=O)C[C@]1(C(=O)OC)CN(C#N)N(c2ccc(Cl)cc2)C12c1ccccc1-c1ccccc12
#52 O=C1CN=C(c2ccc(Br)cc2)c2c(sc3c2CCCC3)N1CCN1CCCCC1
#53 CCCCn1c(=O)c(C(=O)Nc2ccccn2)c(O)c2ccccc21

Compound	49	50	51	52	53
GPR7 antag	-6	-11	24*	4	-3
OXTR ag	-2.0	0.5	0.5	-2.2	0.7
MEKK2wt PB1 HTS	112	108	93	121	103
MEKK3 PB1 HTS	109	114	92	125	105
DNA FID counter	-3	0	-36	7	-6
MEKK2 mut-MEK5	10	16	2	2	6
NALP1 inh	14	15	-2	-9	-5
PHOSPHO1 inh	31	6	24	16	34
M18AAP inhibitor	-11	-11	4	10	2
